D2 antag: HTS Assay for Allosteric Antagonists of the Human D2 Dopamine Receptor: Primary Screen for Antagonists | D(2) dopamine receptor (Homo sapiens), P14416 | HEK293 TREx D2 cells, calcium flux, dopamine EC80 | inhibition, % at 10 µM | hit rate 2% among 340,000; in the data active = inhibition above about 30%; also: 0% is about no effect
Target sequence (P14416 whole entry, looked up): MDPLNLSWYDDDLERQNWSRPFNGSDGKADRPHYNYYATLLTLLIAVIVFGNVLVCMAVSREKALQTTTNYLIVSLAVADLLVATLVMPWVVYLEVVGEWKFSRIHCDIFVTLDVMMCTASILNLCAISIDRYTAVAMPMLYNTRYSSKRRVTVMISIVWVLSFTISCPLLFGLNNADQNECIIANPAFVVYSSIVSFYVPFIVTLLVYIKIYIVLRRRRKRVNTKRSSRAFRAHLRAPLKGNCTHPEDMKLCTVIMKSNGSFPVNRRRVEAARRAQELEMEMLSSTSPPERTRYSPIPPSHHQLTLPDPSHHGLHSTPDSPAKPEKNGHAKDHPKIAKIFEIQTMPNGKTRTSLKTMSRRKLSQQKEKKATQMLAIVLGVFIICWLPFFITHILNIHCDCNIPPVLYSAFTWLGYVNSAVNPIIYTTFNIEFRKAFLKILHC
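Tetracycline-induced HEK293 T-REx cells expressing D2 force-coupled to calcium signalling were dye-loaded, exposed to compound for 180 s, then challenged with an EC80 of dopamine; calcium flux was followed kinetically for a further 180 s.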
mIDH1 inhibitor: qHTS for Inhibitors of mutant isocitrate dehydrogenase 1 (IDH1): qHTS | IDH1-R132H enzyme, NADPH consumption, diaphorase/resazurin fluorescence | AID 602179, 2012 | Isocitrate dehydrogenase [NADP] cytoplasmic (Homo sapiens), O75874 | hit rate 0.093% among 390,000 | Potency, µM (titrated, usually from 76.6 µM), without a hit: top-dose activity change, negative = inhibition, actives largely listed as inhibitors; also: potency is read from the fitted curve at half-maximal effect; % is scaled to controls: 0 for no effect and ±100 for the full control effect; nearly all actives have a fitted effect of over 65% in size
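IDH1-R132H (0.5 ug/mL dispensed) in pH 7.5 Tris buffer was preincubated 30 min with compound, then given a substrate mix of 0.016 mM NADPH and 2 mM alpha-KG for 80 min at room temperature; remaining NADPH was read by diaphorase/resazurin fluorescence.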
Pin1 inhibitor: qHTS Assay to Find Inhibitors of Pin1 | Peptidyl-prolyl cis-trans isomerase NIMA-interacting 1 (Homo sapiens), Q13526 | Pin1 FP peptide displacement, HiFluor488, 10 min | Potency, µM (highest dose often 115 µM), inactives show top-dose activity, negative = inhibition, usual class: inhibitors | hit rate 0.009% among 390,000 | AID 504891, 2011; active = well fitted inhibition curve with a large enough effect in the polarisation, with a control signal flat, not every such curve was filed as active; inconclusive = small, poorly fitted or top-dose-only effect, or effect the other way, or a change in a side signal; inactive = no such curve, though single readings can be large or run the other way; the % refers to the polarisation; also: potency is read from the fitted curve at half-maximal effect; % is scaled to controls: 0 for no effect and ±100 for the full control effect
Target sequence (Q13526 whole entry, looked up): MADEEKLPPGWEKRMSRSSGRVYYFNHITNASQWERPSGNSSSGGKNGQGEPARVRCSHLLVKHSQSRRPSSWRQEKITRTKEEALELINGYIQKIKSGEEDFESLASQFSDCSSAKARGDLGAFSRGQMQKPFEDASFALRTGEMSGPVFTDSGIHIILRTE
USP1-UAF1 inh: Inhibitors of USP1/UAF1: Primary Screen; Ubiquitin carboxyl-terminal hydrolase 1 (Homo sapiens), O94782; recombinant USP1/UAF1, Ub-Rhodamine cleavage fluorescence; Potency, µM (highest dose often 57.1 µM), inactives show top-dose activity change, negative = inhibition, hits mostly inhibitors; hit rate 0.23% among 390,000; AID 743255, 2014; also: potency is read from the fitted curve at half-maximal effect; % is scaled to controls: 0 for no effect and ±100 for the full control effect; nearly all actives have a fitted effect of over 60% in size; inactives centre near -12
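USP1/UAF1 complex (1 nM) preincubated 15 min at room temperature with compound, then Ub-Rho substrate (150 nM final) added. Kinetic fluorescence at 480/540 nm over 6 reads at 60 s intervals; 50 mM HEPES pH 7.8, 0.5 mM EDTA, 0.1 mg/ml BSA, 1 mM TCEP, 0.01% Tween-20.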
D2 ag: HTS Assay for Allosteric Agonists of the Human D2 Dopamine Receptor: Primary Screen for Agonists; HEK293 T-REx D2 cells, calcium flux agonist mode; activation, % at 2 µM; hit rate 0.53% among 340,000; AID 485358, 2010;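 active = activation over 3 SD above normal in the single-dose calcium agonist read, cut at about 30% in these data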; also: 0% is about no effect
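Agonism scored from kinetic calcium signal (1 read/sec, 180 s) following compound pin transfer, after a 10 s baseline. Cells: HEK293 Trex line expressing inducible D2 receptor coupled to calcium, dye-loaded after overnight culture at 30 C.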
TRHR agonist: qHTS for Small Molecule Agonists and Allosteric Enhancers of Human TRH Receptor: Primary Screen for Agonists; TRHR cells, calcium flux fluo-8, FDSS agonist mode; hit rate 0.18% among 360,000; Thyrotropin-releasing hormone receptor (Homo sapiens), P34981; activation, % at 2 µM; in the data active = activation above about 30%; also: 0% is about no effect
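Read-out: compound-evoked intracellular calcium rise in TRHR cells, fluo-8 dye, kinetic FDSS fluorescence at 1 s/cycle following a 10-cycle baseline. Cells cultured overnight before dye loading (30 min–1.5 h, RT).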
rTrxR1 inhibitor: qHTS Assay for Inhibitors of Mammalian Selenoprotein Thioredoxin Reductase 1 (TrxR1): qHTS; Potency, µM (series often up to 114 µM), without a hit: top-dose activity change, negative = inhibition, hits mostly inhibitors; recombinant rTrxR1, NADPH fluorescence consumption, selenite substrate; Thioredoxin reductase 1, cytoplasmic (Rattus norvegicus), O89049; hit rate 1% among 390,000; also: potency is read from the fitted curve at half-maximal effect; % is scaled to controls: 0 for no effect and ±100 for the full control effect; nearly all actives have a fitted effect of over 65% in size
Target sequence (O89049 whole entry, looked up): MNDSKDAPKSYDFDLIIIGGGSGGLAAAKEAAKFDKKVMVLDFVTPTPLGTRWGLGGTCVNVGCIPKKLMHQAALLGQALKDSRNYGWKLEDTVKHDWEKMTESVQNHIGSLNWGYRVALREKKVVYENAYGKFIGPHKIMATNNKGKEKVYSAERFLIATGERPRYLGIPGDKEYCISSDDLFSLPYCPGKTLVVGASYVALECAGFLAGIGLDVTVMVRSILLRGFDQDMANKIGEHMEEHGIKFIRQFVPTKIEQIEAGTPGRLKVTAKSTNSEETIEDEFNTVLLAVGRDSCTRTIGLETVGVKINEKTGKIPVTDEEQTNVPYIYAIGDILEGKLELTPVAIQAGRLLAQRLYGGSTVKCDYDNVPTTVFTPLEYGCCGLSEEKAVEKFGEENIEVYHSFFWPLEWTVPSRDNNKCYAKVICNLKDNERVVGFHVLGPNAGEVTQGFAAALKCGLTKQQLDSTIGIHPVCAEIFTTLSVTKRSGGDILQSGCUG
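Rat TrxR1 (90 nM in the dispensed reagent) was pre-reduced with 400 uM NADPH for 5 min at room temperature, then incubated with compound for 15 min. After 400 uM selenite was added, NADPH fluorescence (Ex 340/Em 450 nm) was followed for 8 min.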
TRHR enhancer: qHTS for Small Molecule Agonists and Allosteric Enhancers of Human TRH Receptor: Primary Screen for Enhancers; Thyrotropin-releasing hormone receptor (Homo sapiens), P34981; TRHR cells, fluo-8 calcium fluorescence, EC20 TRH enhancement; enhancement, % at 2 µM; hit rate 0.66% among 360,000; AID 493056, 2011; in the data active = enhancement above about 30%; also: 0% is about no effect
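TRHR-expressing cells loaded with fluo-8 calcium dye were read kinetically (ex 480/em 530) during compound addition, then stimulated with an EC20 of TRH (10 nM final). Enhancement of the Gq-mediated intracellular calcium response was scored.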
TrxR1 substrate: qHTS Assay for Substrates of Mammalian Selenoprotein Thioredoxin Reductase 1 (TrxR1): qHTS. Thioredoxin reductase 1, cytoplasmic (Rattus norvegicus), O89049. AID 588456, 2011. hit rate 0.01% among 390,000. purified TrxR1 substrate turnover, NADPH consumption readout. Potency, µM (doses to about 114 µM), without a hit: top-dose activity change, negative = substrate turnover; also: potency is read from the fitted curve at half-maximal effect; % is scaled to controls: 0 for no effect and ±100 for the full control effect; nearly all actives have a fitted effect of over 50% in size
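Rat TrxR1, dispensed at 90 nM, was prereduced with 400 uM NADPH (final) for 5 min at ~22 deg C, then incubated with compound 15 min before 400 uM selenite. A first-read NADPH fluorescence drop versus no-compound background flagged substrates.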
The depositor's hits bear a star; & = joins results of further samples; [ ] = another dose, or the depositor's remark. Unless noted, calls follow the shape of the dose curve; as a rule, active = well fitted inhibition curve with a large enough effect; inconclusive = small, poorly fitted or top-dose-only effect; inactive = no such curve, though single readings can be large or run the other way. An excerpt, so the mix of outcomes need not match the whole.

How did C=Cc1ccc(CSc2nc(-c3ccccc3Cl)nc3c2Cc2c(CO)cnc(C)c2O3)cc1 do in these assays?
mIDH1 inhibitor: -19%; Pin1 inhibitor: 8%; USP1-UAF1 inh: -19%; D2 ag: 0.8; TRHR agonist: 0.4; rTrxR1 inhibitor: -9%; TRHR enhancer: 4; TrxR1 substrate: -3%

What do the screens show for `CC1Cc2cc(S(=O)(=O)NCc3ccccc3)ccc2N1C(=O)C1CCC1` (configuration not stated)?
D2 antag: -2; mIDH1 inhibitor: -11%&12%; Pin1 inhibitor: -3%&-5%; USP1-UAF1 inh: -12%&-12%; D2 ag: 0.2; TRHR agonist: -0.4&-0.4; rTrxR1 inhibitor: -2%&9%; TRHR enhancer: -2&1; TrxR1 substrate: -2%&2%

Results for c1ccc(-c2ccccc2OCCCCn2ccnc2)cc1 ?
D2 antag: 3; mIDH1 inhibitor: -12%; Pin1 inhibitor: -1%; USP1-UAF1 inh: -8%; D2 ag: -0.1; TRHR agonist: 0.0; rTrxR1 inhibitor: 3%[11.4 µM]; TRHR enhancer: 2; TrxR1 substrate: -3%[11.4 µM]

Results for COc1ccc2nc(SCC(=O)NCC(F)(F)F)[nH]c2c1 ?
D2 antag: 18; mIDH1 inhibitor: 0%; Pin1 inhibitor: -9%; USP1-UAF1 inh: -3%; D2 ag: 0.2; TRHR agonist: 0.3; rTrxR1 inhibitor: 3%[57.1 µM]; TRHR enhancer: -2; TrxR1 substrate: 3%

How did C=CCc1cc(Cl)ccc1OCCNCCCOC do in these assays?
D2 antag: 37*; mIDH1 inhibitor: 2%; Pin1 inhibitor: -2%; USP1-UAF1 inh: -7%; D2 ag: 1.4; TRHR agonist: 0.5; rTrxR1 inhibitor: inconclusive; TRHR enhancer: 2; TrxR1 substrate: -4%

Results for COCCCNC(=O)CC(=O)N/N=C\c1ccc(SC)cc1 ?
D2 antag: -9; mIDH1 inhibitor: 10%; Pin1 inhibitor: -4%; USP1-UAF1 inh: -11%; D2 ag: -0.1; TRHR agonist: -0.3; rTrxR1 inhibitor: -12%; TRHR enhancer: 6; TrxR1 substrate: 5%

What do the screens show for `CC(C)(C)OC(=O)NCCCCCNC(=O)c1nc[nH]c1C(=O)NCc1ccc(CNC(=O)OC(C)(C)C)cc1`?
mIDH1 inhibitor: -3%[38.3 µM]; Pin1 inhibitor: 6%; USP1-UAF1 inh: -24%; rTrxR1 inhibitor: -1%; TrxR1 substrate: -13%

What do the screens show for `COc1ccc(-c2ccc(NS(=O)(=O)c3ccccc3)cc2)nn1`?
mIDH1 inhibitor: 8%; Pin1 inhibitor: 21%; USP1-UAF1 inh: -18%; TRHR agonist: -0.4; rTrxR1 inhibitor: 24%[57.1 µM]; TRHR enhancer: 4; TrxR1 substrate: -1%[57.1 µM]

Results for COc1ccc(-c2csc(NC(=S)NC(=O)c3ccco3)n2)cc1Br ?
D2 antag: 17; mIDH1 inhibitor: -9%; Pin1 inhibitor: -2%; USP1-UAF1 inh: -16%; D2 ag: 0.7; TRHR agonist: 0.2; rTrxR1 inhibitor: 1%; TRHR enhancer: -5; TrxR1 substrate: -10%

Results for CCCOc1ccc(C(=O)Nc2ccc3c(c2)OCCO3)cc1 ?
D2 antag: -2; mIDH1 inhibitor: 3%; Pin1 inhibitor: -14%; USP1-UAF1 inh: -19%; D2 ag: -1.1; TRHR agonist: 0.3; rTrxR1 inhibitor: 30%; TRHR enhancer: 5; TrxR1 substrate: 10%

Results for COC(=O)c1cccc(Cn2nc(C)c([N+](=O)[O-])c2C)c1 ?
D2 antag: -34; mIDH1 inhibitor: 1%; Pin1 inhibitor: 4%; USP1-UAF1 inh: -1%; D2 ag: -0.5; TRHR agonist: -0.8; rTrxR1 inhibitor: 21%[57.1 µM]; TRHR enhancer: 0; TrxR1 substrate: 5%[57.1 µM]

What do the screens show for `COC(=O)C1CCCCN1C(=O)c1cc(COc2cccc3cnccc23)on1` (configuration not stated)?
D2 antag: -6; D2 ag: -1.8; TRHR agonist: 1.9; TRHR enhancer: -3

What do the screens show for `N=c1c(C(=O)NC2CCCCC2)cc2c(=O)n3ccccc3nc2n1Cc1ccccc1`?
D2 antag: -5; mIDH1 inhibitor: -7%; Pin1 inhibitor: -3%; USP1-UAF1 inh: -12%; D2 ag: 0.2; TRHR agonist: 1.2; rTrxR1 inhibitor: 88%[activator][57.1 µM]; TRHR enhancer: 2; TrxR1 substrate: 204%[activator][57.1 µM]

What do the screens show for `COCc1cc(C)nc2sc(C(=O)Nc3ccccc3Br)c(N)c12`?
D2 antag: -4; mIDH1 inhibitor: 3%; Pin1 inhibitor: 11%; USP1-UAF1 inh: -23%; D2 ag: 1.1; TRHR agonist: -0.1; rTrxR1 inhibitor: 1%; TRHR enhancer: -4; TrxR1 substrate: 23%

Results for COc1cc(C(=O)Nc2ccccc2N2CCOCC2)ccc1OCC(=O)N1CCOCC1 ?
D2 antag: -5; mIDH1 inhibitor: 1%; Pin1 inhibitor: -5%; USP1-UAF1 inh: -12%; D2 ag: -0.5; TRHR agonist: -0.5; rTrxR1 inhibitor: -5%; TRHR enhancer: 14; TrxR1 substrate: -10%

Results for Cn1c(=O)c2c(nc(CN3CCN(C(=O)c4ccco4)CC3)n2CCCO)n(C)c1=O ?
D2 antag: 2; mIDH1 inhibitor: -8%; Pin1 inhibitor: -1%; USP1-UAF1 inh: -13%; D2 ag: -0.3; TRHR agonist: -0.5; rTrxR1 inhibitor: 17%; TRHR enhancer: -4; TrxR1 substrate: 2%

How did O=C(c1ccc2c(c1)CCCC2)N1CCN(c2nc3ccc(F)cc3s2)CC1 do in these assays?
mIDH1 inhibitor: 7%; Pin1 inhibitor: 0%; USP1-UAF1 inh: -20%; D2 ag: 1.1; TRHR agonist: -0.1; rTrxR1 inhibitor: 8%[57.1 µM]; TRHR enhancer: -4; TrxR1 substrate: 2%[57.1 µM]

How did Nc1ccc2nc3c(=O)n(C4CCCCC4)c(=O)[nH]c3nc2c1 do in these assays?
mIDH1 inhibitor: 1%; USP1-UAF1 inh: 102%[activator]; TRHR agonist: 128*; rTrxR1 inhibitor: 8%; TRHR enhancer: 29; TrxR1 substrate: 1%

Results for C=CC(n1cncn1)C(O)(c1ccccc1)c1ccccc1 (configuration not stated) ?
D2 antag: 6; mIDH1 inhibitor: 26%; Pin1 inhibitor: -2%; USP1-UAF1 inh: -14%; D2 ag: -1.4; TRHR agonist: -0.1; rTrxR1 inhibitor: 17%; TRHR enhancer: -10; TrxR1 substrate: -1%

What do the screens show for `O=C1CSC(c2cn(-c3ccccc3)nc2-c2cc3ccccc3oc2=O)N1Cc1ccccc1` (configuration not stated)?
D2 antag: -4; mIDH1 inhibitor: 9%; Pin1 inhibitor: inconclusive; USP1-UAF1 inh: -19%; D2 ag: 0.5; TRHR agonist: 0.3; rTrxR1 inhibitor: 280%[activator]; TRHR enhancer: -12; TrxR1 substrate: 309%[activator]

What do the screens show for `O=C(c1ccco1)N1CCN(S(=O)(=O)c2ccc(Br)cc2)CC1`?
D2 antag: -7; mIDH1 inhibitor: 1%; Pin1 inhibitor: 2%; USP1-UAF1 inh: -19%; D2 ag: -1.1; TRHR agonist: 0.3; rTrxR1 inhibitor: -3%; TRHR enhancer: -5; TrxR1 substrate: 0%

What do the screens show for `CCN(CC)C(=O)c1oc2ccc(S(=O)(=O)N3CC(C)CC(C)C3)cc2c1C` (configuration not stated)?
D2 antag: 12; mIDH1 inhibitor: 6%; Pin1 inhibitor: -1%; USP1-UAF1 inh: -9%; D2 ag: -0.8; TRHR agonist: -0.8; rTrxR1 inhibitor: 10%; TRHR enhancer: 0; TrxR1 substrate: -8%

What do the screens show for `CCOc1ccc2nc(NC(=O)c3cc([N+](=O)[O-])ccc3N3CCOCC3)sc2c1`?
D2 antag: -13; mIDH1 inhibitor: 4%; Pin1 inhibitor: -13%; USP1-UAF1 inh: -8%; D2 ag: 0.6; TRHR agonist: -0.4; rTrxR1 inhibitor: 9%; TRHR enhancer: -3; TrxR1 substrate: -1%

What do the screens show for `O=C(Nc1ccc(Cl)cc1)C1CCCN(C2=NS(=O)(=O)c3ccccc32)C1` (configuration not stated)?
D2 antag: 27; mIDH1 inhibitor: 0%; Pin1 inhibitor: -3%; USP1-UAF1 inh: -6%; D2 ag: 1.8; TRHR agonist: 0.0; rTrxR1 inhibitor: -13%; TRHR enhancer: 2; TrxR1 substrate: -19%

Results for c1ccc(-c2nnn(C34CC5CC(CC(C5)C3)C4)n2)cc1 ?
D2 antag: -3; mIDH1 inhibitor: 1%; Pin1 inhibitor: 0%; USP1-UAF1 inh: -6%; D2 ag: -0.5; TRHR agonist: -0.7; rTrxR1 inhibitor: -10%; TRHR enhancer: 1; TrxR1 substrate: -8%

Screening results deposited in PubChem BioAssay by National Center for Advancing Translational Sciences (NCATS).
